GPR55 activation: selective activators of receptor GPR55 – imaging, U2OS cells, beta-arrestin-GFP redistribution, primary screen (AID 1961); activation, % at 10 µM; hits with a dose series show EC50 in µM; 290,000 tested, 0.048% active; U2OS GPR55 beta-arrestin-GFP redistribution imaging; higher % means a stronger effect;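 active = activation above 40% with more than 50 cells counted in the well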;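 note: U2OS osteosarcoma cells stably expressing GPR55 and beta-arrestin-GFP; plate controls were DMSO negative control for no effect and LPI positive control for full effect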
P. falciparum M17LAP: P. falciparum M17LAP inhibitors, primary screen, biochemical, fluorogenic H-Leu-NHMec substrate, 1536-well (AID 1619) | recombinant M17LAP, H-Leu-NHMec fluorogenic kinetic assay; higher % means a stronger effect | 220,000 tested, 0.38% active | inhibition, % at 30 µM, or IC50 in µM where a hit was titrated;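 active = compound inhibiting the enzyme by more than half at any dose during confirmatory dose-response retesting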;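 note: plate controls were full reaction with DMSO carrier for no effect and no enzyme background for full effect; strong numbers were not always called active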
NOD2 inhibition: inhibition of NOD2-driven NF-kB reporter – cell-based, luminescence, uHTS, HEK293 (AID 1566); one-dose inhibition, % at 4 µM; EC50 in µM for titrated hits; HEK293 NOD2/NF-kB luciferase reporter, luminescence; higher % means a stronger effect; 290,000 tested, 0.63% active; note: many of its hits are not listed in these tables
KOR beta-arrestin-1: kappa opioid receptor blockers – cell-based, luminescence, uHTS (AID 1778). 290,000 tested, 0.091% active. one-dose inhibition, % at 10 µM; IC50 in µM for titrated hits. KOR beta-arrestin recruitment, luminescence, antagonist mode; higher % means a stronger effect; note: strong numbers were not always called active
Dynein cargo inh: blocks dynein driven cargo transport along microtubules; z-score, hits read low; 220,000 tested, 0.47% active; 3617.4 mouse cells, GR-EGFP nuclear translocation imaging; test concentration mostly 20 µM; stimulated with dexamethasone, 1 µM; stronger effect = lower value; AID 1381;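 active = plate z-score of nuclear minus cytoplasmic receptor signal below a set negative limit, without overly bright fluorescence or cell loss, cut at about -3.5 in these data, passing the limit was not always enough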;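 note: z-score of nuclear minus cytoplasmic ring GR-EGFP intensity difference per well; some compounds called inactive have numbers as strong as hits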
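Buffer or medium: Induction medium lacking tetracycline, stripped serum | Also added: Dexamethasone agonist, 1.0 µM final, for 30 min | Timing: 48 h induction, 1 h compound, 30 min dex at 37 °C | Detection: Formaldehyde fixation, Hoechst nuclear stain, 10x automated fluorescence imaging | Measure: Nuclear versus cytoplasmic GR-EGFP signal, averaged per well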
NOD1 NF-kB reporter: inhibition of NOD1-driven NF-kB reporter – cell-based, luminescence, uHTS, primary screen (AID 1578); 290,000 tested, 1% active; inhibition, % at 4 µM; hits with a dose series show EC50 in µM; NOD1-driven NF-kB luciferase reporter cells, luminescence; higher % means a stronger effect; in the data active = inhibition mostly above about 36%, no sharp cut-off; inactive = mostly below about 34%;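 note: HEK-293T reporter cells stimulated with the NOD1 agonist gamma-tri-DAP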
AID2073: inhibitors of Mint1-CaV2.2 protein interaction, biochemical, HTRF (AID 2073); HTRF protein-protein interaction, Mint1-CaV2.2; higher % means a stronger effect; inhibition, % at 20 µM, or IC50 in µM where a hit was titrated; 290,000 tested, 0.19% active; in the data active = inhibition mostly above about 51%, no sharp cut-off; note: some results filed as inactive read as strong as hits
KOR beta-arrestin-2: KOR agonists, beta-arrestin recruitment, primary screen, cell-based, luminescence, uHTS (AID 1777); KOR beta-arrestin recruitment, luminescence; higher % means a stronger effect; activation, % at 10 µM, or EC50 in µM where a hit was titrated; 280,000 tested, 0.02% active; in the data active = activation above about 50%, passing the limit was not always enough; note: a part of the inactive calls stands beside numbers as strong as those of hits
P. falciparum M1AAP: malaria alanyl aminopeptidase activity blockers – biochemical, fluorogenic H-Leu-NHMec substrate, 1536-well (AID 1445). one-dose inhibition, % at 30 µM; IC50 in µM for titrated hits. recombinant M1AAP, H-Leu-NHMec fluorogenic kinetic assay; higher % means a stronger effect. 220,000 tested, 0.42% active;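 active = primary inhibition above the hit cutoff, then over 50% inhibition at one or more dose response concentrations, cut at about 23% in these data, passing the limit was not always enough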;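 note: plate controls were DMSO full reaction for no effect and no enzyme background for full effect; strong numbers were not always called active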
Dynein cargo inh cytoplasmic EGFP: further read-out of Dynein cargo inh, marked with its call; z-score; measured here: cytoplasmic GR-EGFP intensity; stronger effect = higher value
Dynein cargo inh nuclear GR-EGFP: also measured in Dynein cargo inh; calls as there; z-score; measured here: nuclear GR-EGFP intensity;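 lower value marks the stronger effect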
Dynein cargo inh cell count: further read-out of Dynein cargo inh, marked with its call; z-score; measured here: cell count per field
Starred values were filed as active, the others as inactive; . = not tested or not shown; [ ] = another dose, or the depositor's remark. Cut-off read from the data, not from the text of the source, unless noted: active = inhibition above about 50%; inactive = the rest.

SMILES	GPR55 activation	P. falciparum M17LAP	NOD2 inhibition	KOR beta-arrestin-1	Dynein cargo inh	Dynein cargo inh cytoplasmic EGFP	Dynein cargo inh nuclear GR-EGFP	Dynein cargo inh cell count	NOD1 NF-kB reporter	AID2073	KOR beta-arrestin-2	P. falciparum M1AAP
Cc1cccc(-c2nc3ccc(C(=O)NCCN4CCN(C)CC4)cc3nc2-c2cccc(C)c2)c1	0.1%	.	22%	-35%	.	.	.	.	-35%	17%	-1.7%	.
COc1cc(/C=N\NC(C)=O)ccc1OC/C=C/c1ccccc1	-0.1%	.	-1%	-28%	.	.	.	.	-19%	5%	4.4%	.
CCN(CC)c1ccc(NC(=O)c2ccccc2Br)cc1S(=O)(=O)Nc1ccccc1OC	0.0%	5%	-25%	-1%	0.34	-0.25	-0.25	0.12	2%	2%	-2.8%	9%
Nc1ccc(N=Nc2ccccc2)c(N)n1	-0.1%	22%	-18%	-17%	0.31	-0.22	0.6	0.42	-27%	-9%	0.7%	4%
CSC1=C(C#N)C(=O)NC(c2ccccc2O)S1 (stereo not drawn)	-0.2%	3%	-9%	-11%	-2	0.1	-0.37	-1.3	-4%	-25%	4.5%	9%
Nc1ccccc1SSc1ccccc1N	0.0%	-4%	-56%	33%	0.86	0.26	0.99	-2.4	-11%	-23%	-0.2%	1%
Cc1c(/C=N/NC(=O)c2cccnc2)c2ccccn2c1C(=O)c1ccc(F)cc1	-0.3%	11%	21%	-21%	1.4	-0.15	0.34	-1.7	16%	5%	8.6%	8%
Cc1noc(C)c1COc1ccc(C(=O)N2CCCC(C(N)=O)C2)cc1 (stereo not drawn)	-0.1%	.	5%	17%	.	.	.	.	-14%	2%	-4.6%	.
CC1(C)CNc2cc(N)ccc2S1	-0.2%	-8%	3%	-25%	-0.18	-0.17	0.26	-0.16	-49%	14%	3.8%	5%
Cc1ccccc1-n1nnnc1SCC(N)=O	-0.2%	15%	-5%	-21%	2.2	0.21	2.3	-1.1	-14%	10%	2.7%	17%
Cn1c(=O)[nH]c(=O)c2c1nc(Br)n2C/C=N/NC(N)=S	0.5%	.	6%	-3%	-0.92	-0.26	0.091	1.5	-10%	-14%	1.2%	.
O=C(CN1C(=O)NC2(CCCC2)C1=O)N1CCN(S(=O)(=O)c2ccccc2F)CC1	0.3%	.	7%	-6%	.	.	.	.	-32%	5%	0.8%	.
CC(C)NS(=O)(=O)c1ccc(NC(=O)NC2CCCCC2)cc1	-0.3%	-20%	-4%	-34%	-0.09	-0.26	0.36	0.18	-13%	6%	3.7%	2%
N#CC(c1ccccc1O)N1N=C(c2ccccc2)CC1c1ccccc1 (stereo not drawn)	0.2%	7%	-34%	-14%	1.1	0.29	1.1	-1.4	-12%	20%	4.0%	2%
O=C(NCC(O)CO)c1ccc2[nH]c3ccccc3c2c1 (stereo not drawn)	-0.4%	-21%	8%	14%	0.15	-0.094	0.1	0.37	-19%	5%	-4.6%	0%
Cc1cccc(NC(=S)NC(=O)c2ccco2)c1C	-0.1%	.	-2%	2%	.	.	.	.	-43%	1%	-3.5%	.
COc1ccc(CN(C)CC(=O)N2CCc3ccccc3C2)cc1	0.2%	.	4%	3%	.	.	.	.	-17%	0%	-4.4%	.
Nc1ncnc(Nc2cc(Cl)cc(Cl)c2)c1[N+](=O)[O-]	-0.3%	5%	10%	-25%	-0.33	-0.044	0.49	-0.42	3%	-10%	-2.5%	5%
CCS(=O)(=O)c1nc2ccccc2n1CC(=O)N1CCOCC1	0.6%	2%	16%	.	0.36	-0.27	0.41	-0.41	-12%	7%	.	4%
Cc1ccc(NC(=O)CSC2=Nc3ccccc3C3CC=NN23)c(C)c1 (stereo not drawn)	0.3%	7%	-3%	-18%	1.4	-0.1	1.3	-0.67	9%	-5%	3.0%	-2%
COc1cc(/C=N/NC(=O)c2ccncc2)ccc1OCC(=O)Nc1ccc(C)c(C)c1	-0.1%	.	6%	-26%	.	.	.	.	20%	14%	-2.2%	.
COc1ccc(-c2cc3nc4c(c(=O)n3[nH]2)CCC4)cc1	-0.2%	-7%	-48%	12%	1.7	-0.15	0.95	-0.76	-24%	3%	-3.6%	8%
O=C(c1ccc(S(=O)(=O)N2CCC(c3nc4ccccc4[nH]3)CC2)cc1)N1CCOCC1	-0.2%	4%	4%	7%	2.7	-0.1	1.5	-0.68	-7%	2%	-4.5%	5%
CCOC(=O)C1=C(C)N=c2s/c(=C/c3ccc(OCC(=O)O)cc3)c(=O)n2C1c1ccc(SC)cc1 (stereo not drawn)	-0.1%	.	8%	13%[20 µM]	.	.	.	.	-37%	10µM*	-4.2%	.
CC1CCN(C(=O)CSc2nc(C(C)C)nc3c2c(=O)n(C)c(=O)n3C)CC1	-0.1%	.	22%	-12%	.	.	.	.	-2%	4%	7.0%	.
Next section
SMILES	GPR55 activation	P. falciparum M17LAP	NOD2 inhibition	KOR beta-arrestin-1	Dynein cargo inh	Dynein cargo inh cytoplasmic EGFP	Dynein cargo inh nuclear GR-EGFP	Dynein cargo inh cell count	NOD1 NF-kB reporter	AID2073	KOR beta-arrestin-2	P. falciparum M1AAP
COCCNC(=O)CN(CCc1ccccc1)S(=O)(=O)c1ccc(Br)cc1	0.2%	.	12%	-4%[20 µM]	.	.	.	.	-16%	1%	-1.6%	.
Cc1cc(/C=N/n2cnnc2)c(C)n1-c1ccc(Cl)cc1	0.1%	28%	7%	.	0.41	0.26	0.27	-0.85	-9%	-13%	-1.0%	3%
O=C(NC1CCN(Cc2ccccc2)CC1)c1ccc(N2CC3CC(C2)c2cccc(=O)n2C3)c([N+](=O)[O-])c1 (stereo not drawn)	-1.0%	25%	15%	6%	-0.58	-0.25	-0.55	0.78	-2%	5%	-2.0%	5%
O=C(NC1CCCCC1)N1CCc2ccccc2C1	0.3%	10%	-38%	-19%[20 µM]	1.5	-0.16	1.2	-0.76	-38%	10%	.	-3%
COc1ccc(OC)c(NC(=O)c2cccc3c2C(=O)N(C2CCCCC2)C3)c1	-0.1%	.	15%	13%	.	.	.	.	-10%	17%	2.4%	.
N#Cc1cnc2ncnn2c1-c1ccccc1	0.5%	5%	13%	-25%	0.58	-0.26	0.4	0.42	-34%	3%	-0.8%	2%
O=C(NNS(=O)(=O)c1ccc(F)cc1)c1cnccn1	-0.1%	10%	3%	-25%	0.15	-0.36	0.011	0.6	-40%	-1%	0.6%	3%
COCC(=O)N1CCN(c2nc3ccccc3o2)CC1	0.9%	17%	-7%	-38%	-0.1	-0.28	-0.027	-0.19	-13%	0%	4.9%	-3%
O=C(CSc1nnc(CNC(=O)c2ccccc2F)o1)NCc1ccccc1	-0.4%	-1%	4%	-7%	-0.79	-0.26	-0.32	1.2	-15%	8%	-5.9%	4%
CC(=O)NCC(=O)N1CCCC(C(=O)c2ccc3c4c(cccc24)CC3)C1 (stereo not drawn)	-0.1%	-23%	-9%	-25%[20 µM]	0.37	-0.2	0.26	-0.12	-31%	22%	.	0%
Cc1nc2c(C(=O)N3CCOCC3)cnn2c(C)c1Cc1cccc(Cl)c1	0.3%	-11%	11%	13%	2.3	-0.13	1.3	-1.8	13%	9%	-5.2%	4%
COc1ccc(F)cc1CN1CCN(C(=O)CCC(=O)Nc2nnc(CC(C)C)s2)CC1	-0.2%	.	-8%	-4%	.	.	.	.	3%	7%	-5.4%	.
Cc1ccc(-n2nc3c(c2NC(=O)C2CC2)CS(=O)(=O)C3)cc1	-0.1%	.	-14%	-24%	.	.	.	.	20%	4%	-2.6%	.
COc1cc(/C=N/NC(=S)NCc2ccco2)cc(OC)c1OC	0.2%	3%	-3%	28%	-1	-0.23	-0.32	0.17	-30%	-21%	-4.5%	7%
COc1cc(CCC(=O)Nc2ccc(Br)c(C(F)(F)F)c2)cc(OC)c1OC	-0.1%	-2%	29%	4%	-0.13	-0.26	0.088	-0.073	-13%	1%	1.8%	-2%
N/C(=N\OC(=O)C1CCCCC1)c1ccc(Cl)cc1	0.3%	.	-16%	6%	.	.	.	.	-3%	6%	0.1%	.
O=c1c2ccccc2nc2n1CCCCN2	-0.1%	-102%	10%	9%	0.95	-0.26	0.79	0.53	-11%	15%	-4.4%	13%
CCN1C(=S)N[C@@H](CCc2ccccc2)C(C(=O)OC)=C1C	-0.3%	.	9%	-17%[20 µM]	.	.	.	.	3%	0%	-1.0%	.
C=CCNC(=S)NC(=O)c1oc2ccccc2c1C	0.3%	6%	-50%	-16%[20 µM]	-1.5	0.19	-0.78	1.5	-38%	20%	12%	1%
N/C(=N\OC(=O)c1cccnc1)c1ccccc1Cl	0.6%	3%	-19%	19%	-0.38	-0.33	0.53	1.2	-15%	6%	-3.9%	1%
COc1ccc(Cn2c3nc4ccccc4nc3c3c(=O)n(Cc4ccco4)cnc32)cc1	0.0%	.	5%	24%	.	.	.	.	32%	33%	-0.2%	.
COc1ccc(CCC(=O)NC2=NCCS2)cc1OC	0.6%	13%	16%	4%	-0.18	-0.25	0.56	0.66	10%	-4%	6.7%	2%
CS(=O)(=O)C1=NSC2=NC(=O)/C(=C\c3ccc(OS(=O)(=O)c4ccccc4)cc3)C(=N)N21	0.3%	.	2%	-42%	.	.	.	.	-5%	5%	11%	.
O=C(COC(=O)c1cc(=O)[nH]c2ccccc12)c1cccs1	-0.1%	.	7%	-10%[20 µM]	1.3	0.047	1.4	-0.81	-13%	28%	-2.0%	.
Cc1nn(-c2ccccc2)c(=O)c2ccccc12	-0.3%	5%	-1%	-5%	0.55	-0.15	0.4	-0.28	-47%	1%	1.9%	7%
O=c1[nH]c(CSc2nnc(-c3ccco3)n2-c2ccccc2)nc2sc3c(c12)CCC3	-0.2%	.	13%	-2%	.	.	.	.	25%	17%	-3.5%	.
CC(=O)c1ccc(NC(=S)NNC(=O)c2ccncc2)cc1	-0.1%	25%	4%	7%	-0.43	-0.31	-0.38	0.51	-6%	-23%	-5.7%	6%

Reprinted from the entries so far, two compounds:
SMILES	GPR55 activation	P. falciparum M17LAP	NOD2 inhibition	KOR beta-arrestin-1	Dynein cargo inh	Dynein cargo inh cytoplasmic EGFP	Dynein cargo inh nuclear GR-EGFP	Dynein cargo inh cell count	NOD1 NF-kB reporter	AID2073	KOR beta-arrestin-2	P. falciparum M1AAP
COCCNC(=O)CN(CCc1ccccc1)S(=O)(=O)c1ccc(Br)cc1	0.2%	.	12%	-4%[20 µM]	.	.	.	.	-16%	1%	-1.6%	.
Cc1cc(/C=N/n2cnnc2)c(C)n1-c1ccc(Cl)cc1	0.1%	28%	7%	.	0.41	0.26	0.27	-0.85	-9%	-13%	-1.0%	3%

Compound activity: PubChem, several laboratories

Some of the compounds tested. The share of hits here may be higher or lower than overall.
